# Bioassay records: PubChem BioAssay, Fisher Drug Discovery Resource Center
# mcGAS MS inh = inhibitors of Mus musculus cyclic GMP-AMP synthase, initial high-throughput assay, cell-free, RapidFire MS. Q8C6L5. recombinant mouse cGAS, cGAMP by RapidFire MS. inhibition, % at 12.5 µM. 130,000 tested, 0.18% active. AID 1259397, 2018;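 active = inhibition of cGAS enzyme activity at or above 60%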;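 note: enzyme stimulated by 45 bp dsDNA with ATP and GTP substrates; cGAMP share of summed cGAMP plus half ATP and half GTP signals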
# Target sequence (Q8C6L5 whole entry, looked up): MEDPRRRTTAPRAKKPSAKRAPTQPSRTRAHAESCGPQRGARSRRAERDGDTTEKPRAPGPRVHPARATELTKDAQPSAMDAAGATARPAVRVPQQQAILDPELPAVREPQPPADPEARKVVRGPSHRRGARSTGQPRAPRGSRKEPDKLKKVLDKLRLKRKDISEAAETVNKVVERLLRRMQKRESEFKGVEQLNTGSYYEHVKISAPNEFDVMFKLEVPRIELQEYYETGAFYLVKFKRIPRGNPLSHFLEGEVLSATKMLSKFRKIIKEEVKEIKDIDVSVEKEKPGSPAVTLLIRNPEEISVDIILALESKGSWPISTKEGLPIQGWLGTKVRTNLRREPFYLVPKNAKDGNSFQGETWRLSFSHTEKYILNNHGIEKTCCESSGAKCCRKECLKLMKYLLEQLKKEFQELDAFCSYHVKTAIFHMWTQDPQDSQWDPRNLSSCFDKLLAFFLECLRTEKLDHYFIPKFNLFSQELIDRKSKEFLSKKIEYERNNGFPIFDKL
# * = called active by the depositor; & = joins results of further samples. A portion of the library; count on the stated rates, not on these rows.
SMILES,mcGAS MS inh
COc1ccc(CCn2c(-c3cccs3)nc3c(c(=O)c4ccccc4n3C)c2=O)cc1,-8.5
O=C(Nc1ncccc1OC(F)F)c1cncc(Br)c1,-14.2
N#CC(=Cc1ccc(C=C(C#N)c2nnc3n2CCCCC3)cc1)c1nnc2n1CCCCC2,-8.6
O=C(c1ccc2oc(Cc3ccccc3)nc2c1)N1CCCCCCC1,-12.4
FC(F)(F)CCc1ccnc(NCCc2cccnc2)n1,-12.3
CC(=O)Nc1cccc(-c2ccc(NC(=O)CN)c(F)c2)c1,-0.2
CC(C)CCC1(C)NC(=O)N(CC(=O)C=C2N(C)c3ccccc3C2(C)C)C1=O (centres undefined),-12.0
CCN(CC1CCCN(CCc2cccc(F)c2)C1)C(=O)COC (centres undefined),-5.2
Cc1ccccc1NC(=O)c1cc2ccccc2c(CN2CCOC(C)C2)c1O (centres undefined),-4.5
COCC(=O)NC(CC(C)C)C1=CCCN(C)C1 (centres undefined),-32.2&-9.6
O=C(c1nc2ccc(Cl)cn2c1CNCCN1CCCC(O)C1)N1CCCCCCC1 (centres undefined),-1.7
Cc1cc(I)ccc1N=Cc1nc(-c2ccccc2F)oc1O,7.6
CCc1cc(C(=O)N2CCC(n3nccc3NC(=O)CCOc3ccccc3)CC2)no1,-9.2
Cc1cc(OCC(=O)N(CCC#N)c2ccccc2)cc2oc(=O)c3ccccc3c12,7.7
Cc1nc2ccc(NC(=O)CN(C)C(=O)OC(C)(C)C)cc2o1,-6.2
Cc1c(C(=O)NC2CCN(C(=O)OC(C)(C)C)CC2)oc2c1C(=O)CCC2,-1.5
Cc1cc(Cl)c(C(=O)Nc2cccc(C)c2C)cn1,-14.4
COCC(C)NC(=O)C12CCC(C)(C(=O)O1)C2(C)C (centres undefined),0.4
COc1ccc(OC)c(S(=O)(=O)N2CCN(c3nc4ccccc4nc3C)CC2)c1,-3.9
Cc1ccc(C2=Nc3nnnn3C(c3ccc(F)cc3)C2)cc1C (centres undefined),-5.1
CN(C)S(=O)(=O)c1ccc2oc(=S)[nH]c2c1,-11.1
Cc1cccc(NC(=O)Cn2cnc3nc(N4CCC(C(=O)N5CCCCC5)CC4)sc3c2=O)c1,-9.3
CS(=O)(=O)c1oc(-c2ccc(F)cc2)nc1S(=O)(=O)c1ccc(Br)cc1,1.3
CC1(C)C[C@@H]2C[C@@](C)(CN2C(=O)c2coc(COc3ccccc3)n2)C1,-2.8
CC(=O)N1CCN(c2nc(C)cc(Nc3ccc(C)cc3)n2)CC1,-11.8

# Reprinted at random: 2 records from the list
SMILES,mcGAS MS inh
Cc1cccc(NC(=O)Cn2cnc3nc(N4CCC(C(=O)N5CCCCC5)CC4)sc3c2=O)c1,-9.3
CC1(C)C[C@@H]2C[C@@](C)(CN2C(=O)c2coc(COc3ccccc3)n2)C1,-2.8

# The list continues:
SMILES,mcGAS MS inh
CC(=O)N1CCCC(S(=O)(=O)N2CCN3CCCC3C2)C1 (centres undefined),-5.3
COc1ccc(S(=O)(=O)N2CCCC(N3CCCC3=O)C2)c(OC)c1 (centres undefined),-5.0
COc1ccc(OC)c(S(=O)(=O)NC(=O)C2(C)CCN2C(=O)Cc2ccccc2)c1 (centres undefined),-13.9
COCCc1noc(COc2ccccc2CO)n1,-3.6
Cc1nnc2c3c4c(sc3ncn12)CCC4,12.4
Cn1ccnc1CNC(=O)NCC1(CN2CCOCC2)CCCCC1,-9.2
COc1ccc(-c2nnc3ccc(Cl)nn23)c(OC)c1,-5.1
O=C(Cn1nc(C2CC2)c2cnn(-c3cccc(Cl)c3)c2c1=O)c1ccccc1,-3.7
CCc1nnc(CN2CCCC3(C2)C(=O)Nc2ccccc23)o1 (centres undefined),-13.4
Cc1ccc(C)c(N(C)S(=O)(=O)c2ccc3[nH]c(=O)[nH]c(=O)c3c2)c1,8.2
COc1ccc(-c2n[nH]c(=S)n2-c2ccc(Cl)c(Cl)c2)cc1OC,-7.1
O=S(=O)(CCN1CCN(c2ncccn2)CC1)c1cc(Cl)ccc1Cl,-3.2
CCn1ccnc1CN1CCCC(CO)(Cc2cccc(OC)c2)C1 (centres undefined),-5.8&1.9
O=C(C1CC1)N1CCC(NC(=O)C2(S(=O)(=O)c3ccc(Cl)cc3)CCCC2)CC1,4.7
CC1CCC(NC(=O)c2cccc(S(C)(=O)=O)c2)CC1 (centres undefined),-7.6
COc1ccc(-c2n[nH]c(=S)n2-c2ccccc2C)cc1OC,-4.3
Brc1cc(CNc2cccnc2N2CCCC2)cs1,-14.9
CCCN(CC1COc2ccccc2O1)C(=O)c1cnc(CC)[nH]1 (centres undefined),-4.0
COC(=O)c1ccc(C2CCN(C(=O)CN3C(=O)C(CC(C)C)NC(=O)c4ccccc43)CC2)cc1 (centres undefined),-6.5
N#CC1(c2ccccc2)CCC2(CC1)N=C(N)Nc1nc3ccccc3n12 (centres undefined),-4.6
Cc1ccc(Nc2nc(N)nc(COC(=O)C(C)Sc3ccccc3)n2)cc1 (centres undefined),-7.4
CC(C)CN(CCC#N)CC(=O)c1ccc[nH]1,-7.1
O=C(CCC(=O)N1CCCCC1CCc1cccc(O)c1)NC1CCCC1 (centres undefined),6.4
Cc1ccc(N2CC(C)Cn3c2nc2c3c(=O)n(CCN3CCOCC3)c(=O)n2C)cc1C (centres undefined),-4.7
COc1cccc(C2NCCCn3cccc32)c1O (centres undefined),-7.3

# Already shown: two of the compounds above.
SMILES,mcGAS MS inh
Cc1ccc(Nc2nc(N)nc(COC(=O)C(C)Sc3ccccc3)n2)cc1 (centres undefined),-7.4
CC(C)CN(CCC#N)CC(=O)c1ccc[nH]1,-7.1

# Next section
SMILES,mcGAS MS inh
O=S1(=O)CCN2C=C(Cc3cc(Cl)ccc3Cl)SC2=N1,-3.3
Cc1ccc(C(C)C)cc1OC(C)C(=O)Nc1nncs1 (centres undefined),-19.6
O=C(O)c1cccc(S(=O)(=O)N2CCc3ccc(Cl)cc32)c1,-9.6
Cc1c(Cl)cc(C(C)C)c(O)c1CN1C(=O)c2ccccc2C1=O,-24.0
N#CC(=C1NS(=O)(=O)c2ccccc21)c1nc2ccccc2[nH]1,-14.0
CCN1CCN(c2ccc(CNC(=O)c3ccccc3F)cn2)CC1,-12.2
O=c1[nH]c(NCC(O)c2ccc(OC(F)F)cc2)nc2ccccc12 (centres undefined),13.7
Cc1nsc(N)c1C(=O)OC(C)C(=O)Nc1ccc(F)c(Cl)c1 (centres undefined),-5.8
CCOC(=O)c1sc2nc(C)nc(SCC(=O)OC(C)(C)C)c2c1C,-17.2
CCCC(=O)N1CCN(c2ccc(-n3cccn3)nn2)CC1,-5.9
CCCOc1ccccc1/C=C1/Oc2ccc(C(=O)OC)cc2C1=O,-4.6
O=[N+]([O-])c1cccc(S(=O)(=O)NCc2ccc3c(c2)OCO3)c1,-9.4
Cc1nc2ccc(NC(=O)C3(C)CCCN(C)C3)cc2o1 (centres undefined),-2.9
CC(NC(=O)NCc1c(F)cccc1Cl)(C(=O)O)c1ccco1 (centres undefined),-5.4
COC(=O)[C@H]1C[C@@H](O)CCN1C(=O)CSc1ccccn1,-7.6
CCN(CC)Cc1cnc2c(C(=O)N(C)Cc3ccn[nH]3)cnn2c1,0.4
COc1nc2c(cc1C(=O)N1CCCC3(CC1)CNC(=O)O3)CCC2 (centres undefined),-10.4
O=C(O)c1cc(-c2ccco2)nn1-c1ccc(F)cc1,-2.3
CCc1oc(C(=O)OC)cc1COc1cccc(CO)c1,-12.7
Cc1cc(C)cc(NC(=O)C2C3CC4OC(=O)C2C4C3)c1 (centres undefined),-10.7
CCC(C(=O)NCCc1cc(=O)[nH]c(C)n1)n1cc(C(C)=O)c2ccccc21 (centres undefined),-6.1
CC(C)(C)C(=O)Nc1ccnn1C1CCN(C(=O)c2cccc(Cl)c2)CC1,-2.3
Cc1ccc(C)c(C(O)c2ncc(-c3ccc4ccccc4c3)[nH]2)c1 (centres undefined),-7.2
CN1C(=O)c2ccccc2NC1c1cccc(NC(=O)c2ccc(Cl)cc2)c1 (centres undefined),-1.4
O=C(CCn1c(=O)oc2cc(Cl)ccc21)NCCc1cccc2cccnc12,-4.8
# Later entries.
SMILES,mcGAS MS inh
Cc1c(Cl)cnn1CC(=O)Nc1ccc(F)cc1,-5.5
CCCc1n[nH]c(=S)n1CC(=O)O,-8.4
O=C(Nc1ccc(F)cc1)C1=CC(=O)N2CCN=C2S1,16.3
COc1ccc(-c2cccc(-c3noc(C)n3)c2)c(OC)c1OC,-27.1
Cc1nc(=O)[nH]c(C)c1CCC(=O)N1[C@@H]2CC[C@H]1CN(C)C(=O)C2,4.0
COC(=O)CCC(=O)NC1CCCN(Cc2ccc(CC(C)C)cc2)C1 (centres undefined),-3.7
CC1CN(c2ncnc3ccccc23)C(C)CO1 (centres undefined),-6.9
O=C1OCCC1Sc1nnc(-c2cccs2)o1 (centres undefined),-5.7
O=C(Cn1cnc2c(nnn2-c2ccc(F)cc2)c1=O)c1ccc(Cl)cc1,5.8
CC(=NNS(=O)(=O)c1cc(C)ccc1C)c1ccc2c(c1)Nc1ccccc1S2,1.8
CCc1ccc(C(NCc2cc(Br)cs2)C(C)C)cc1 (centres undefined),-2.9
Cc1cc(C)n(CCC(=O)NCCc2c[nH]c3ccccc23)c(=O)n1,-4.6
COc1ccc(C(=O)NN)cc1COc1ccc(Cl)cc1,-4.7
CC(C)NC(=O)CNC(=O)c1cccc(CS(=O)(=O)c2ccccc2)c1,1.5
CN(Cc1cc(C2CC2)on1)c1nccc(CCC(F)(F)F)n1,1.2
CC(C)n1nccc1NC(=O)C1CCN(C(=O)C(C)(C)C)CC1,-12.6
CCCCN1C(=O)c2ccc(C(=O)N3CCCCC3C)cc2C1=O (centres undefined),-17.4
O=C1CN(/N=C\c2ccc([N+](=O)[O-])o2)C(=O)N1,-1.4&1.3
CN(Cc1nnc2n1CCC2)C(=O)c1ccc2c(c1)OCCCO2,-0.2
O=C(CN1Cc2ccc(Nc3cccc(F)c3)nc2C1=O)NCCc1ccccn1,10.0
Cc1c(C(=O)NCCO)c(C(F)(F)F)nn1C1CCCN(C(C)C)C1 (centres undefined),-2.9
COc1ccc(C(=O)NC2CC2)c(OC2CCN(Cc3cccc4nonc34)CC2)c1,-0.2
COc1ccc(C)cc1NC(=O)CC1CCS(=O)(=O)C1 (centres undefined),-8.0
Cc1cccc(NC(=O)CCS(=O)(=O)c2ccccc2F)c1C,-16.9
CCOC1CC(OC(=O)c2sccc2-n2cnnn2)C1(C)C (centres undefined),-6.8
# More entries
SMILES,mcGAS MS inh
CC(c1ccc(-n2cncn2)cc1)N(C)Cc1ccc(C#N)cc1F (centres undefined),-10.0
CCOc1ncccc1-c1ncnc2scc(C)c12,-41.5
COc1ccccc1CNS(=O)(=O)c1ccc(F)c(C(=O)Nc2ccc(Cl)cc2F)c1,-4.2
Cc1ccc(C#N)cc1NC(=O)N(C)Cc1cnn(C)c1,-1.0
O=C1NCCNC12CCN(S(=O)(=O)c1cc(F)cc(F)c1)CC2,-19.5
CNS(=O)(=O)c1ccc(CN2CCCN(c3ccccc3)CC2)cc1,-5.7
COc1ccc(OCCCCOc2ccc(Br)cc2)cc1,-3.8
Cc1nc(C2CN(C(=O)CCCc3ccccn3)CCO2)n[nH]1 (centres undefined),-4.6
CC(=O)c1ccc(N=Cc2nc(-c3ccc(C)cc3)oc2O)cc1,-9.1
O=C1CSC(=S)N1CCS(=O)(=O)O,-4.6
O=c1[nH]nc(C2CCCN(C/C=C/c3ccco3)C2)n1-c1ccccc1 (centres undefined),-31.4
CC(=O)C(Sc1nn(C)c(=S)s1)C(=O)Nc1ccccc1 (centres undefined),-6.9
COCC(C)N=C1NN=C(c2ccc(O)cc2O)CS1 (centres undefined),-5.6
CC(C)NC(=O)[C@@H]1C[C@@H](N)CN1Cc1cc2ccccc2[nH]1,-4.7
CN(C)S(=O)(=O)c1ccc2nnn(OCC(=O)NC3CCCCC3)c2c1,-2.0
C=CCSc1nc2c(c(=O)[nH]c(=O)n2C)n1CC(=C)C,-0.9
Cc1nc(CS(=O)(=O)c2ccc(S(=O)(=O)N3CCCCC3)cn2)cs1,-3.1
Cc1ccc(C(=O)CSc2nc(C)nc3c2oc2ccccc23)cc1,3.1
COc1ccc(-c2cc(C(=O)O)n(-c3ccc(F)cc3)n2)c(OC)c1,-2.6
COC(=O)C(CC(C)C)NC(=O)C1CCN(S(=O)(=O)c2ccc3c(c2)CCCC3)CC1 (centres undefined),-0.3
CCCCn1c(N)c(N(CC)C(=O)c2cnc(C)cn2)c(=O)[nH]c1=O,-0.3
CCC1CN(C(=O)CCc2c(C)n[nH]c2C)CCC(=O)N1Cc1ccccc1 (centres undefined),-9.8
Cc1ccc(Cl)cc1N=Cc1nc(-c2cccc3ccccc23)oc1O,82.6*
N#CC(N)c1ccc(Br)cc1 (centres undefined),5.2
CNNCc1ccc(C(=O)NC(C)C)cc1,-8.4&3.0&6.8

# Among those listed so far, three have a CF3 group:
SMILES,mcGAS MS inh
FC(F)(F)CCc1ccnc(NCCc2cccnc2)n1,-12.3
CN(Cc1cc(C2CC2)on1)c1nccc(CCC(F)(F)F)n1,1.2
Cc1c(C(=O)NCCO)c(C(F)(F)F)nn1C1CCCN(C(C)C)C1 (centres undefined),-2.9

# Rewritten bar-delimited: entries from further up.
molecule | mcGAS MS inh
CC(c1ccc(-n2cncn2)cc1)N(C)Cc1ccc(C#N)cc1F (centres undefined) | -10.0
CCOc1ncccc1-c1ncnc2scc(C)c12 | -41.5
COc1ccccc1CNS(=O)(=O)c1ccc(F)c(C(=O)Nc2ccc(Cl)cc2F)c1 | -4.2

# Other entries
SMILES,mcGAS MS inh
Cc1ccc(CN(C(=O)[C@H](N)c2ccccc2)C2CC2)s1,-5.1
O=C(c1cnc(Nc2ccccc2)nc1)N1C[C@H]2C[C@H](O)[C@@H](O)C[C@H]2C1,-11.4
COc1ccc(NS(=O)(=O)c2cc(C=CC(=O)O)ccc2OC)cc1S(N)(=O)=O,-0.3
COC(=O)[C@@H]1C[C@H](NC(=O)c2csc(CN(C)C)n2)CN1C,-10.0
CCONC(=O)c1cc(C)nc2c1cnn2Cc1cccs1,-12.7
CCOC(=O)NS(=O)(=O)c1ccc(CCNC(=O)c2cc(C)on2)cc1,-5.9
Cc1c[nH]c(CNC(=O)CCC(=O)NC2CCCCCC2)c(C)c1=O,-4.4
CCCNC(=O)C(C)N1CCC(C(F)(F)F)(C(F)(F)F)C1 (centres undefined),-8.5
